Screening results (PubChem)
CHT allo act: allosteric activators of human choline transporter CHT; B-score at 10 µM; CHT-expressing cells, membrane potential dye, choline EC20; active compounds read high; LV-AA mutant CHT in HEK293 cells; Q9GZV3; 0.49% of 310,000 active;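 active = initial fluorescence not abnormally high and integrated response B-score, plate-corrected, over 3 SD above library mean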
Target sequence (Q9GZV3 whole entry, looked up): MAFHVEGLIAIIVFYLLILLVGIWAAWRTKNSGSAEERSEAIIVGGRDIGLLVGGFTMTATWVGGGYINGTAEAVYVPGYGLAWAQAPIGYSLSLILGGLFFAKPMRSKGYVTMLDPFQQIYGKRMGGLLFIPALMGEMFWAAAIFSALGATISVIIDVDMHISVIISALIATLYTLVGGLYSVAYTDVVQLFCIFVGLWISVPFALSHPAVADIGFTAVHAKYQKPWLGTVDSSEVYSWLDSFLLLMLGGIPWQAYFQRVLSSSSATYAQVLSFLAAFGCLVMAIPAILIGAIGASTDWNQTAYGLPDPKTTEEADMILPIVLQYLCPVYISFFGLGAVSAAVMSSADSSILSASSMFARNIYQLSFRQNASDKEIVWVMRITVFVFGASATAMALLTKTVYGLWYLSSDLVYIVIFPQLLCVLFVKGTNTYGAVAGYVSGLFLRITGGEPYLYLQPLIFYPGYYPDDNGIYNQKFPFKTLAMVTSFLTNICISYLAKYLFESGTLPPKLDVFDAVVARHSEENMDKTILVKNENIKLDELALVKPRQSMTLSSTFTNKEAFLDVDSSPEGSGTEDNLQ
CHT inh: human CHT choline transport inhibition | Q9GZV3 | CHT-expressing cells, membrane potential dye, choline response; active compounds read low | B-score at 10 µM | 0.86% of 310,000 active | AID 488975;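 active = B-score over 3 SD under the library average, and starting fluorescence ratio not unusually high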;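 also: choline stimulus applied at its EC90 after an EC20 pre-addition; B-score computed on integrated fluorescence ratio after choline addition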
STK33 inh: human STK33 kinase inhibition; AID 2661; purified STK33, MBP phosphorylation, ADP-Glo luminescence; Q9BYT3; 0.073% of 320,000 active; inhibition, % at 10 µM;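 active = inhibition at or above 25%, using the most active replicate where run in duplicate; inactive = inhibition below 25%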
Target sequence (Q9BYT3 whole entry, looked up): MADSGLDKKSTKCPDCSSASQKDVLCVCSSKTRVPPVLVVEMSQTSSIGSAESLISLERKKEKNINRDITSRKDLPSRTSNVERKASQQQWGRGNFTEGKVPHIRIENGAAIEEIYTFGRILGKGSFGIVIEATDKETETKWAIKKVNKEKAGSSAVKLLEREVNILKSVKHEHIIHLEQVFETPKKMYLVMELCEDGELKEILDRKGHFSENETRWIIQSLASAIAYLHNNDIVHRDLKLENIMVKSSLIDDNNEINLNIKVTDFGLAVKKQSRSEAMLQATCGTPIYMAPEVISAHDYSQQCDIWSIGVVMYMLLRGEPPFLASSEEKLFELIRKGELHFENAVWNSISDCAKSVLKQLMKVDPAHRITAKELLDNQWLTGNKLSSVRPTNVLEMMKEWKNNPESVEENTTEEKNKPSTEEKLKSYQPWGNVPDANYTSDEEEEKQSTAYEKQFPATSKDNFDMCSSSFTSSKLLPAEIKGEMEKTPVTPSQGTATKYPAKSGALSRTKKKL
* hit, by the source's call; i = inactive; · = not tested or not shown.

The line under a structure holds: CHT allo act | CHT inh | STK33 inh
Cc1ccc(C(=O)CCNc2cccc(Br)c2)o1
    i | i | -1.6
CCN1CCN(C(=O)c2ccc3c(c2)N(Cc2ccc(F)cc2)C(=O)c2ccccc2S3=O)CC1 (stereo not given)
    i | i | -1.1
Cc1oc2c(CN(C)C)c(O)ccc2c(=O)c1-c1cscn1
    i | i | -1.0
O=C(c1ccccc1)N1CCCCC(S(=O)(=O)c2ccc3ccccc3c2)C1=O (stereo not given)
    i | i | 0.7
O=C(CSc1ncnc2c1nnn2Cc1ccccc1)NC1CCCC1
    i | i | -1.7
CC1CCN(Cc2nnnn2CCCC(=O)NCCc2cnn(C)c2)CC1
    i | i | -1.3
Oc1ccc(Br)cc1/C=N/n1c(C2CCCCC2)n[nH]c1=S
    i | i | -0.2
N#C/C(=C/c1ccc(Oc2ccc([N+](=O)[O-])cn2)cc1)C(=O)N1CCOCC1
    i | i | -1.4
COc1ccc(CN(CCN2CCOCC2)C(=O)c2c(F)cccc2F)cc1OC
    i | i | -1.3
c1ccc(OCCN2CCOCC2)cc1
    i | i | -0.7
COc1ccc(C)cc1NC(=O)C1C2C=CC(C2)C1C(=O)O (stereo not given)
    i | i | -0.1
CCC(C(=O)N1CCOCC1)n1nc(C)c2sc3ccccc3c2c1=O (stereo not given)
    i | i | -1.0
Cc1cc(C)c2c(C(C)(C)C)nn(-c3ccccc3)c2n1
    i | i | -0.3
CCN(CC)c1ccc(C2C3CCCCC3(O)CCN2C(=O)c2cccs2)cc1 (stereo not given)
    i | i | -0.8
Cc1ccccc1NC(=O)COc1nsnc1N1CCOCC1
    i | i | -1.3
O=Cc1ccc(OC2OCCOC2Oc2ccc(C=O)cc2)cc1 (stereo not given)
    i | i | 0.0
COc1cccc(Nc2nc(-c3sc(N)nc3C)cs2)c1
    i | i | 2.3
COc1ccc(Cc2nnc(N/N=C/c3ccc(Br)cc3)[nH]c2=O)cc1OC
    i | i | -1.1
Cc1c(NS(=O)(=O)c2cccs2)cccc1-c1nc2cccnc2s1
    i | i | -0.1
CCOC(=O)CC(NC(=O)CCc1c(C)nc2ncnn2c1C)c1ccc(OC(C)C)cc1 (stereo not given)
    i | i | 0.3
O=C(NCc1ccccc1)C1=C[C@@H](C2CCCCC2)C[C@@H](OCc2ccc(CO)cc2)O1
    i | i | -0.3
Cc1ccc(-c2nc3ncccc3o2)cc1NC(=O)c1cc2ccccc2o1
    i | i | -0.5
O=C(COC(=O)c1ccccc1Oc1ccccc1)NC1CC1
    i | i | -0.9
COc1ccccc1NS(=O)(=O)c1ccc(C)c(NC(=O)NC2CCCCC2)c1
    i | i | 0.2
COc1ccc(CN2C(=O)c3ccccc3C2=O)cc1C(=O)O
    i | i | -0.4
CC(C)(C)C(=O)c1cn(CC(=O)NCc2ccc3c(c2)OCO3)c2ccccc12
    i | i | -0.1
CCN(c1ccccc1)S(=O)(=O)c1ccc(NC(=O)C(C)(C)C)cc1
    i | i | ·
CC(C)(Oc1ccc(Cl)cc1)C(=O)OCc1nc2ccsc2c(=O)[nH]1
    i | i | -1.3
CCOC(=O)C1CSC(CC(=O)Nc2ccc(OC(F)(F)F)cc2)C(=O)N1 (stereo not given)
    i | i | -0.9
Cc1nnc(SCCn2c(N3CCCCCC3)nc3c2c(=O)[nH]c(=O)n3C)s1
    i | i | -1.7
CC(=O)c1ccccc1OCc1ccc(C(=O)c2ccccc2)cc1
    i | i | -1.0
CNC(=O)COC(=O)c1ccccc1Nc1ccccc1
    i | i | -2.3
COc1cccc(Cn2c(=O)sc3ccccc3c2=O)c1
    i | i | -3.1
Cc1ccc(CN2C(=O)CCC2C(=O)NCCN2CCN(c3cccc(Cl)c3)CC2)cc1 (stereo not given)
    i | i | -2.5
O=C(Nc1cccnc1)C1=NN(C2CCS(=O)(=O)C2)C(=O)CC1 (stereo not given)
    i | i | 0.3
CCOC(=O)c1sc2nc[nH]c(=O)c2c1C
    i | i | -2.0
O=C(NCc1ccco1)C1Cc2cc(Cl)ccc2O1 (stereo not given)
    i | i | 0.8
CCN1CCN(CCCNC(=O)c2ccc(NC(=O)C3=C(C)OCCS3)cc2)CC1
    i | i | -1.5
COc1ccc(/C=C2\COc3ccccc3C2=O)c(OC)c1
    i | i | -1.4
Cc1cc(Cl)c(S(=O)(=O)Nc2ccc(S(=O)(=O)N3CCOCC3)cc2)cc1OCC(N)=O
    i | i | -1.2
O=C(Nc1ccc(Br)cc1)N1CCCCCC1
    i | i | -2.3
COc1ccccc1Nc1ncc(C(C)=O)c(C)n1
    i | i | 0.3
CN(CCc1ccccn1)C(=O)c1ccc(OC(F)(F)F)cc1
    i | i | 0.1
NC(=O)c1nsc(C(=O)N(c2cccc(F)c2)C(C(=O)NCc2ccccc2)c2ccc(O)cc2)c1N (stereo not given)
    i | i | -0.9
CC(C)n1c(SCc2cc(=O)[nH]c3ccccc23)nc2c1c(=O)n(C)c(=O)n2C
    i | i | -0.3
CCOc1ccc(NC(=O)CCN2C(=O)c3ccccc3C2=O)cc1
    i | i | -4.1
CCC(CC)NC(=O)Cc1ccc(F)cc1
    i | i | -2.0
COc1cc(C(Nc2ccc3c(c2)OCO3)C(=O)NC2CCCCC2)cc(OC)c1OC (stereo not given)
    i | i | 6.6
Cc1cc(C)c2c(N)c(C(=O)NN3CC(=O)N(c4ccccc4F)CC3=O)sc2n1
    i | i | -1.4
CSc1ccc(CNC(=O)c2ccc(NC(=O)C3=CSCCO3)cc2)cc1
    i | i | 2.7
O=C(NCCc1ccccc1F)C1CCC(=O)N(Cc2ccc(Cl)cc2)C1 (stereo not given)
    i | i | ·
Fc1ccccc1CNc1ncnc2sccc12
    i | i | 1.0
Cc1ccccc1N1CCN(Cc2c(C#N)c3ccccc3n2C)CC1
    i | i | -1.9
COC(=O)C1C(=O)NC(SC)=C(C#N)C1c1ccccc1F (stereo not given)
    i | i | 0.9
C=CCOC(=O)C1=C(C)OC(N)=C(C#N)C1c1c(C)nn(-c2ccccc2)c1Cl (stereo not given)
    i | i | -0.2
CCOC(=O)C(NC(=O)c1ccccc1)(Nc1cc(C)on1)C(F)(F)F (stereo not given)
    i | i | -2.0
CCS(=O)(=O)C1=NN2C(=N)/C(=C\c3ccc(OC(=O)c4ccco4)c(OC)c3)C(=O)N=C2S1
    i | i | 2.0
COc1ccc(C2N(c3cc(C)on3)C(=O)C3CCCN32)cc1OC (stereo not given)
    i | i | -0.8
NC(=O)COC(=O)CNC(=O)c1ccc(Cl)cc1
    i | i | -0.1
O=C(CNC(=O)c1cccs1)N/N=C/c1c(F)cccc1Cl
    i | i | 0.6

The listing continues:
The line under a structure holds: CHT allo act | CHT inh | STK33 inh
CC1(C)Cc2c(sc(NC(=O)C(=O)N3CCN(CCO)CC3)c2C(N)=O)CO1
    i | i | -1.3
CCC(=O)N1CCC2(CC1)Oc1ccc(F)cc1C(=O)C21CC(c2ccccc2)=NO1 (stereo not given)
    i | i | -4.2
CCCn1c(SCC(=O)c2cc(C)c(C)cc2C)n[nH]c1=O
    i | i | -0.7
Cc1nc(C(C)N(C)Cc2nc(-c3ccc4c(c3)OCO4)no2)c(C)s1 (stereo not given)
    i | i | 1.5
Cc1ccc(CN(C(=O)c2ccco2)C(C(=O)NC2CCCC2)c2cccnc2)cc1 (stereo not given)
    i | i | -0.3
CNC(=S)N/N=C/c1cn(Cc2ccc(F)cc2)c2ccccc12
    i | i | 0.8
O=C(COc1ccccc1C(=O)O)Nc1nc2ccc([N+](=O)[O-])cc2s1
    i | i | 1.9
COc1ccccc1C(=O)NC(=O)COC(=O)c1cccc(C)c1O
    i | i | -2.3
COCC(O)CSc1c([N+](=O)[O-])nc(C)n1Cc1ccc(OC)c([N+](=O)[O-])c1 (stereo not given)
    i | i | -2.4
Cc1cc(C)c(NC(=O)Cn2nnc(C(=O)NCCc3ccccc3)c2N)c(C)c1
    i | i | -1.3
COCCCNC(=O)Cn1cnc2sc(C)c(S(=O)(=O)N3CCN(c4ccccc4OC)CC3)c2c1=O
    i | i | -0.3
COc1cc2c(cc1OC)C(NNC(=O)c1ccc(Br)o1)=NC(C)(C)C2
    i | i | -0.8
CCCSc1nnc2nc3c(nn12)c1ccccc1n3C
    i | i | -1.0
COc1ccccc1C(=O)c1c(C)c(CCC#N)n2ccccc12
    i | i | -1.4
Cc1ccccc1NC(=O)Nc1ccccc1C(N)=O
    i | i | -0.1
Cc1ccn2c(C=O)c(-c3ccc(F)cc3)c(C=O)c2c1
    i | i | 0.4
Cc1noc(/C=C/N(C)C)c1S(=O)(=O)N1CCCC(C(=O)Nc2ccc(F)cc2F)C1 (stereo not given)
    i | i | -2.3
Cc1ccc(N(C(=O)c2csnn2)C(C(=O)NC(C)(C)C)c2cccs2)cc1 (stereo not given)
    i | i | -1.5
CSC1=NCCN1C(=O)c1ccco1
    i | i | -0.5
O=C(c1cccs1)N1CCN(c2ncccn2)CC1
    i | i | 1.6
COc1cc2oc(=O)c(Br)c(C)c2c(OC)c1OC
    i | i | -1.3
COc1ccc(OC)c(CNc2ccc3c(c2)nc(C)n3C)c1
    i | i | -1.6
CN1C(=O)C(CC(=O)Nc2ccc(F)cc2)N(CCCc2ccccc2)C1=S (stereo not given)
    i | i | -1.6
O=C(NC1CCCCC1)NC1(C(=O)NCCCN2CCOCC2)CCCCC1
    i | i | -1.3
COc1nc(OC)nc(N2CCCCCC2)n1
    i | i | -1.0
COc1ccc(C(=O)N[C@H](C(=O)NCc2ccco2)C(C)C)cc1
    i | i | 0.2
Oc1ccc(C2Nc3cccc4cccc(c34)N2)cc1
    i | i | 0.2
CC(Nc1ccnc2cc(Cl)ccc12)c1ccc(S(N)(=O)=O)cc1 (stereo not given)
    i | i | 6.3
Cc1ccc(NC(=O)CCC(=O)NNC(=O)COc2ccccc2)cc1C
    i | i | 0.3
N#Cc1c(N)n(CCCN2CCOCC2)c2nc3ccccc3nc12
    i | i | -0.6
Cc1cc(C)nc(SCc2ccc3nonc3c2)n1
    i | i | -3.2
O=[N+]([O-])c1cccc(/C=C/C=N/Nc2nc(N3CCCCC3)nc(N3CCCCC3)n2)c1
    i | i | -2.5
Cc1cc(NC(=O)c2cccc(S(=O)(=O)Nc3cccc(C(=O)O)c3)c2)no1
    i | i | -0.9
O=CN1CCN(c2c([N+](=O)[O-])c(=O)oc3ccccc23)CC1
    i | i | 3.5
Cc1ccc(C)c(N2CCN(C(=O)c3ccc4nc(-c5ccco5)c(-c5ccco5)nc4c3)CC2)c1
    i | i | -0.1
CC(=O)c1cccc(NC(=O)NC2CCCCCCC2)c1
    i | i | -1.1
C/C(=N\NC(=O)c1ccccc1O)c1ccc(Br)s1
    i | i | -0.6
Cc1cc(C)c2c(N)c(C(=O)Nc3ccc(C)c(C)c3)sc2n1
    i | i | -0.6
Cc1ccc(NC(=O)C(NC2CCCc3ccccc32)c2ccccc2)c([N+](=O)[O-])c1 (stereo not given)
    i | i | -2.0
Cc1cccc(N(CC(=O)NC2CCCCC2)C(=O)Cn2nnc(-c3ccc(C)o3)n2)c1
    i | i | -0.8
O=C(NNC(=S)Nc1ccccc1Cl)c1ccccc1Cl
    i | i | -1.4
COc1ccc(C(=O)NC(=S)NCCO)cc1Br
    i | i | -2.4
CN(c1ccccc1)S(=O)(=O)c1cccc(C(=O)NCCc2c[nH]c3ccccc23)c1
    i | i | 0.6
CCCC(=O)C1=C(O)C(C(=O)OC)C(C)(C)CC1=N (stereo not given)
    i | i | -0.4
Cc1cc(N/C=C\c2nnnn2-c2ccccc2)no1
    i | i | -0.3

Molecules from the list above containing a furan ring, fused or not (10):
The line under a structure holds: CHT allo act | CHT inh | STK33 inh
Cc1ccc(C(=O)CCNc2cccc(Br)c2)o1
    i | i | -1.6
Cc1ccc(-c2nc3ncccc3o2)cc1NC(=O)c1cc2ccccc2o1
    i | i | -0.5
O=C(NCc1ccco1)C1Cc2cc(Cl)ccc2O1 (stereo not given)
    i | i | 0.8
CCS(=O)(=O)C1=NN2C(=N)/C(=C\c3ccc(OC(=O)c4ccco4)c(OC)c3)C(=O)N=C2S1
    i | i | 2.0
Cc1ccc(CN(C(=O)c2ccco2)C(C(=O)NC2CCCC2)c2cccnc2)cc1 (stereo not given)
    i | i | -0.3
COc1cc2c(cc1OC)C(NNC(=O)c1ccc(Br)o1)=NC(C)(C)C2
    i | i | -0.8
CSC1=NCCN1C(=O)c1ccco1
    i | i | -0.5
COc1ccc(C(=O)N[C@H](C(=O)NCc2ccco2)C(C)C)cc1
    i | i | 0.2
Cc1ccc(C)c(N2CCN(C(=O)c3ccc4nc(-c5ccco5)c(-c5ccco5)nc4c3)CC2)c1
    i | i | -0.1
Cc1cccc(N(CC(=O)NC2CCCCC2)C(=O)Cn2nnc(-c3ccc(C)o3)n2)c1
    i | i | -0.8

Remaining list, next part.
The line under a structure holds: CHT allo act | CHT inh | STK33 inh
O=c1[nH]c2cc3c(cc2cc1CN(Cc1nnnn1CC1CCCO1)C1CCCC1)OCO3 (stereo not given)
    i | i | 0.2
CN(C(=O)CCNC(=O)Cn1cnc2ccccc2c1=O)c1ccccc1F
    i | i | -1.0
O=C(CNC(=O)C(c1ccccc1)c1ccccc1)N/N=C/c1ccc(O)cc1O
    i | i | 1.0
O=S(=O)(c1ccc2nc(-c3ccco3)c(-c3ccco3)nc2c1)N1CCOCC1
    i | i | 1.5
CCn1c(Cc2ccccc2)nnc1SCC(=O)Nc1nnc(-c2ccccc2)s1
    i | i | -1.2
